HT1080 viability – cytotoxicity in HT1080 fibrosarcoma cells, cell-based, fluorescence readout (AID 620) | HT1080 viability, fluorescence; higher % means a stronger effect | cytotoxicity, % at 10 µM, or EC50 in µM where a hit was titrated | hit rate 0.42% among 87,000; in the data active = cytotoxicity above about 50%;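 also: cells exposed to compound overnight then 4 h with Alamar Blue; 0% = vehicle DMSO and 100% = killing control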
Numbers without * were called inactive.

SMILES,HT1080 viability
CCN(CC)c1ccc2cc(-c3nnc(-c4ccc(Br)cc4)o3)c(=O)oc2c1,7%
Cc1[nH]c2ccccc2c1[C@H]1[C@@H](CC#N)C1(C)C,-14%
COc1ccccc1NC(=O)NC1(C(=O)N2CCCCCC2)CCCCC1,-3%
O=C(CSc1nnc(Cc2ccccc2)n1Cc1ccccc1)NCc1ccco1,5%
Cc1nc(NNC(=O)c2ccccc2)cc(-c2ccccc2)n1,10%
O=C(CCCOc1ccccc1)N1CCN(c2ccccc2)CC1,-8%
CCOC(=O)/C=C1\NC(C)(C)Cc2cc(OC)c(OC)cc21,11%
Cn1nc([N+](=O)[O-])c2c(-c3nc4ccccc4s3)c(N)n(C3CCCCC3)c2c1=O,28%
CCOC(=O)c1ccc(NC(=O)N2CCCCC2)cc1,6%
CC(Oc1ccc(Cl)cc1Cl)c1nc(-c2ccc(NC(=O)c3ccncc3)cc2)no1 (stereo unspecified),-16%
COc1cc(C(=O)NCC2CCCO2)cc(OC)c1OC (stereo unspecified),-7%
C[C@@H](C(=O)NCc1ccccc1)[C@H]1C[C@]1(C)[C@H](NC(=O)OCc1ccccc1)c1ccccc1,-9%
N#Cc1cc2c(nc1SCC(=O)Nc1sc3c(c1C#N)CCC3)CCCCCC2,-13%
O=C1/C(=C/c2ccc([N+](=O)[O-])cc2)C=C(c2ccccc2)N1c1ccc(O)cc1,-5%
COc1cccc(NC(=O)CSc2nnc(CN3CCOCC3)n2C)c1,-12%
CCCNc1nc(NCC)nc(OC)n1,-6%
COc1ccc(CCNC(=O)C(=O)N2CCCCC2)cc1OC,13%
Cc1ccc(S(=O)(=O)Nc2nc3ccccc3nc2N2CCN(c3ccccc3F)CC2)cc1,-4%
O=C(c1ccco1)N1CCN(C(=O)c2ccc(COc3ccc(Cl)cc3Cl)o2)CC1,-25%
CCC(=O)Nc1cccc(NC(C)=O)c1,2%
CCCCC(=O)Nc1ccc(C(=O)N2CCC(C(=O)OCC)CC2)cc1,3%
Cc1ccc(NC(=O)C2C(C(=O)O)C3C=CC2C32CC2)cc1 (stereo unspecified),-9%
O=C1/C(=C\c2ccc(-c3ccccc3[N+](=O)[O-])o2)C(c2ccccc2)=NN1c1ccccc1,-14%
COC(=O)c1ccc2c(=O)n(CCCCCC(=O)NCc3ccccc3)c(=O)[nH]c2c1,7%
O=C(CCN1CCCCCC1)c1ccccc1,2%

Gathered by group: the compounds so far with an NH in an aromatic ring.
SMILES,HT1080 viability
Cc1[nH]c2ccccc2c1[C@H]1[C@@H](CC#N)C1(C)C,-14%
COC(=O)c1ccc2c(=O)n(CCCCCC(=O)NCc3ccccc3)c(=O)[nH]c2c1,7%

Structural class, those above containing a cyano group (two)
SMILES,HT1080 viability
Cc1[nH]c2ccccc2c1[C@H]1[C@@H](CC#N)C1(C)C,-14%
N#Cc1cc2c(nc1SCC(=O)Nc1sc3c(c1C#N)CCC3)CCCCCC2,-13%

(next part)
SMILES,HT1080 viability
Cc1csc(NC(=O)c2cc3c(s2)CCCCC3)n1,-7%
CN(c1ncc(C(F)(F)F)cc1Cl)n1cc(C(N)=O)c2ccccc2c1=O,-5%
CCN1CCN(C(=O)CCNC(=O)Cn2ccc3ccccc3c2=O)CC1,4%
COCCn1nnnc1C(c1cc2cc(C)ccc2[nH]c1=O)N1CCc2ccccc21 (stereo unspecified),7%
O=C(Cn1nc(-c2ccccc2)nc1-c1ccccc1)OC1CCCCC1,4%
Cc1cc[n+]2c3c(cccc13)CCC2,-8%
Cc1cc(SCC(=O)c2ccc3c(c2)OCO3)nc2ccccc12,1%
CCCOc1ccc(/C=N/O)cc1,4%
CC(C)CCNC(=O)C(c1ccncc1)N(Cc1cccs1)C(=O)Cn1nnc(-c2ccc(F)cc2)n1 (stereo unspecified),12%
CCOc1cc(/C=N/NC(=O)CNc2ccc(C)cc2)ccc1OC(=O)c1ccccc1,7%
CCOC(=O)c1c(NC(=O)CSc2nnc(CNc3ccc(C)cc3C)o2)sc(C)c1C,-5%
O=S(=O)(c1ccc(OCC(O)CN2CCCC2)cc1)N1CCOCC1 (stereo unspecified),5%
Cc1ccccc1-c1nc2sc3c(c2c(=O)o1)CCC3,1%
Cn1c(SCC(=O)N2CCN(c3ccccc3)CC2)nnc1-c1ccncc1,-13%
O=C(CC1C(=O)NC2CCCCC2N1C(=O)c1ccc(F)cc1)Nc1ccccc1 (stereo unspecified),-8%
CCOC(=O)c1sc(=S)n(C)c1C,23%
Cc1cc(C)c(S(=O)(=O)c2ccccc2)c(OC(=O)c2c(F)cccc2Cl)n1,1%
OC1CCCN(Cc2ccccc2)C1 (stereo unspecified),26%
O=C1CNC(=O)N1CC(=O)N1CCCc2ccccc21,1%
CN(C)CCSc1nc(-c2ccccc2)nc2c1COC(C)(C)C2,-4%
c1ccc(-c2csc3ncnc(NCCCN4CCOCC4)c23)cc1,-12%
CCCCCCCSc1nsc(N)n1,0%
O=C(Oc1cccc2c(OC(=O)N3CCCC3)cccc12)N1CCCC1,-16%
CCC(C)(C)NC(=O)c1cc(C(=O)OC)cc([N+](=O)[O-])c1,17%
CCN(CC)C(=O)CSc1nc2c(sc(=S)n2Cc2ccco2)c(=O)n1-c1ccccc1,4%

SMILES,HT1080 viability
CCc1cc2c(SCC(=O)c3ccccc3)ncnc2s1,16%
O=C(COc1ccc2ccccc2c1)Nc1cccc2cccnc12,-7%
Cn1nc(C(F)(F)F)c2cc(NC(=O)OCC(C)(C)C)sc21,-8%
CC(C)CNC(=O)c1nc(-c2ccccc2)n(-c2ccccc2)n1,-14%
O=C(NCc1cccs1)Nc1ccc(Cl)cc1,-9%
O=C(Cn1nc(-c2ccc(Cl)cc2)c2ccccc2c1=O)NCC1CCCO1 (stereo unspecified),-17%
O=C(Nc1cccnc1)C1COc2ccccc2O1 (stereo unspecified),0%
O=C(c1nc2nc(-c3cccs3)cc(C(F)(F)F)n2n1)N1CCN(Cc2ccccc2)CC1,-11%
Cc1nc2cc(NC(=O)NCc3ccccc3)ccc2o1,3%
CCN1C(=O)CC(N2CCOCC2)C1=O (stereo unspecified),-3%
Cc1ccc(-c2ccc(C3C(C#N)=C(N)Oc4n[nH]c(C)c43)o2)cc1 (stereo unspecified),1%
Cc1cc(C)n(-c2ccc(C(=O)Nc3ccc(N4CCOCC4)cc3)cc2)n1,6%
O=C1CSC(c2cccc(F)c2)N1c1ccc(O)cc1 (stereo unspecified),10%
O=C1C2CC=C(Cl)CC2C(=O)N1CCCCCCN1C(=O)C2CC=C(Cl)CC2C1=O (stereo unspecified),27%
CC1=NC(=O)C(N=Nc2ccccc2C)N1c1ccccc1 (stereo unspecified),10%
O=C(Nc1ccc(Br)cc1)/C(=C/c1cccc([N+](=O)[O-])c1)NC(=O)C1CCCCC1,1%
O=C(CSCc1ccc(F)cc1)N1CCN(c2ccccc2)CC1,19%
Cc1ccc(OC(=O)c2cc3ccccc3o2)cc1,12%
CC(N)C12CC3CC(CC(O)(C3)C1)C2 (stereo unspecified),-14%
O=S(=O)(c1ccc(Br)s1)N1CCC(Cc2ccccc2)CC1,1%
CC(C)NC(=O)C(Cc1ccccc1)N1C(=O)c2ccccc2C1=O (stereo unspecified),4%
Cc1nc(SCC(=O)NCc2ccccc2)c2oc3ccccc3c2n1,4%
Brc1ccc(C2C3=C(Nc4ncnn42)c2ccccc2OC3c2ccncc2)cc1 (stereo unspecified),44%
CCOc1cc(S(=O)(=O)Nc2ccc(CC)cc2)ccc1Cl,-17%
Cc1cc(Nc2ccccc2)n(-c2cccc(Cl)c2)n1,5%

SMILES,HT1080 viability
O=C(CN1CCCC1)NC1C2CC3CC(C2)CC1C3 (stereo unspecified),-4%
CSc1nc(NC(C)(C)C)nc(Oc2ccc(=O)n(C)n2)n1,-7%
Cc1ccc(OCc2nc(-c3ccccn3)no2)cc1,14%
COc1ccc(CCNC(=O)Cn2nnc(-c3ccccc3F)n2)cc1OC,-15%
C#CCOC(=O)C(NC(=O)c1ccccc1)=C1CCCCC1,-9%
O=C(CSCc1ccc(F)cc1)Nc1nc2c(s1)CCCC2,-8%
Oc1ccc(Br)cc1-c1cc(-c2ccccc2)n[nH]1,-1%
Cc1noc(N)c1C(=O)Nc1ccccc1F,-14%
Cc1cc(C(=O)Nc2ccccc2)oc1C,27%
COC(=O)c1cc(S(=O)(=O)N2CCOCC2)c(Cl)cc1N1CCOCC1,25%
Nc1nnc(SCC(=O)N2CCN(c3cccc(Cl)c3)CC2)n1-c1ccccc1,-2%
O=c1nc(/C=C/c2cc([N+](=O)[O-])ccc2Cl)cc(C(F)(F)F)[nH]1,-4%
CN1C(=O)CC(C(=O)O)SC1=Nc1ccc(F)cc1 (stereo unspecified),-3%
Cc1cc(NC(=O)CSc2nc3ccccc3c(=O)n2CCCC(=O)NCc2ccccc2)n[nH]1,-3%
COc1ccc2nc(NC(=O)CNS(=O)(=O)c3cccs3)sc2c1,0%
COc1ccc(C2C(C(C)=O)=C(O)C(=O)N2c2nccs2)cc1 (stereo unspecified),-25%
COC(=O)Cc1cc(=O)n2[nH]cnc2n1,-4%
O=C(O)C1CCCCC1C(=O)Nc1cccc(Cl)c1Cl (stereo unspecified),-6%
CCN1CCN(S(=O)(=O)c2ccc3ccccc3c2)CC1,-11%
Cc1csc(NC(=O)CSc2nnc(CCNC(=O)c3ccc(Cl)c(Cl)c3)n2C)n1,-1%
COc1ccccc1NC(=O)C(CC=C(Cl)Cl)C(C)=O (stereo unspecified),-3%
Cn1c(SCC(=O)NC2CCCCC2)nnc1-c1cc2ccccc2o1,-2%
Cc1ccccc1C(=O)Nc1nc2n(n1)C(c1ccccc1)CC(=O)N2 (stereo unspecified),-7%
Cc1cc(C)c(C(=O)CSC2=NC(N)=C(C#N)C3(CCCCC3)C2C(N)=O)cc1C (stereo unspecified),12%
CCN(CC)S(=O)(=O)c1ccc(NC(=O)CN(c2cccc(C)c2)S(C)(=O)=O)cc1,-3%

SMILES,HT1080 viability
c1ccc(Oc2cccc(CN3CCCCC3)c2)cc1,0%
CCOc1ccc2nc(NCCCNS(=O)(=O)c3ccc(C)cc3)c(C#N)cc2c1,-7%
CCOC(=O)c1ccc2c(c1)nc(SCC(=O)NC(C)C)n2CC,1%
CC(C)CNC(=O)COC(=O)c1cncc(Br)c1,-6%
CCn1nccc1C(=O)Nc1cc(Cl)cc(Cl)c1,-15%
CCC(OC(=O)c1nsc(Cl)c1Cl)C(=O)NCc1cccs1 (stereo unspecified),8%
COc1cc2cc(CN(CCO)C(=O)c3cccs3)c(=O)[nH]c2cc1OC,13%
COC(=O)c1ccc(C(NC(=O)OCc2ccccc2)/C(I)=C/[C@@H](C)C(=O)NCc2ccc(C)o2)cc1 (stereo partly specified),-19%
C[C@@]1(C(NC(=O)c2ccccc2)c2ccc(-c3ccccc3)cc2)C[C@H]1C1CCCCC1 (stereo partly specified),-16%
Cc1cc(=O)oc(C)c1C(=O)Nc1ccc(Cl)cn1,2%
Cc1nnc(SC(C)C(=O)Nc2ncc(Cl)cc2Cl)n1Cc1ccccc1 (stereo unspecified),-26%
CCOC(=O)C1CCN(Cc2cccc(OC)c2)CC1,17%
COC(=O)CSC1=C(C#N)C(=O)NC(c2ccccc2)S1 (stereo unspecified),17%
O=C(CSc1nc(-c2ccccc2)cc(C(F)(F)F)n1)N1CCOCC1,-3%
Cc1ccc(NC(=O)c2cccc(OCc3c(C)noc3C)c2)cc1,1%
O=C(Nc1nc(=S)ss1)c1ccc(Cl)cc1Cl,0%
CC1CCN(C(=O)CCCOc2ccc(Cl)cc2)CC1,-3%
COc1ccc(-c2cc3nc(C)c(CCC(=O)NC(C)CCc4ccco4)c(C)n3n2)c(OC)c1 (stereo unspecified),33%
COc1cc(OC)cc(C(=O)n2nc(C)cc2C)c1,4%
COc1cc(/C=C/c2cc(OC(C)=O)c3ccccc3n2)c(OC(C)=O)c([N+](=O)[O-])c1,-17%
COc1ccc(C(=O)OCCN2CCOCC2)cc1,-4%
CCc1ccccc1NC(=O)NC1CCCCC1,2%
CCn1nc(C(=O)Nc2nc3ccc(C)cc3s2)c2ccccc2c1=O,-12%
CC(C)c1nnc(SCC(=O)NCc2ccc3c(c2)OCO3)n1C,-14%
Cc1cc(N2CCOCC2)c(F)cc1C(=O)c1ccccc1,-9%

SMILES,HT1080 viability
COc1ccc(-c2cc(C(=O)O)c3c(C)nn(-c4ccccn4)c3n2)cc1,15%
COC(=O)c1ccc(C(NC(=O)OCc2ccccc2)/C(=C/[C@@H](C)C(=O)NCc2ccncc2)c2cccnc2)cc1 (stereo partly specified),-6%
CCc1cc(C(=O)NNC(=S)Nc2ccccc2C)cs1,11%
O=C(CSc1nnc(-c2cccnc2)n1-c1ccc(F)cc1)NCc1ccc2c(c1)OCO2,16%
O=C(c1cccc(F)c1)N1CCC(O)(c2cccnc2)CC1,-13%
O=C1CC(N2CCC(Cc3ccccc3)CC2)C(=O)N1CCc1ccccc1 (stereo unspecified),-9%
COc1ccc(-n2nc(C(=O)NCC(=O)NCc3ccco3)c3ccccc3c2=O)c(OC)c1,8%
O=S(=O)(N1CCCCC1)N1CCN(CC(O)COc2ccc3cc(Br)ccc3c2)CC1 (stereo unspecified),6%
CCC/C=C(\CCC)C(NS(=O)(=O)c1cccs1)c1ccc(C(=O)OC)cc1 (stereo unspecified),-26%
CC1CN(S(=O)(=O)c2cccc3nsnc23)CC(C)O1 (stereo unspecified),-5%

Bioassay records from PubChem.

Only part of the results is shown; count on the stated rates, not on these rows.
